# Screening results deposited in PubChem by several laboratories.
# SKN-1 block: C. elegans SKN-1 inhibition; C. elegans VP596 Pgst-4::GFP/RFP ratio, acrylamide-induced, 24 h; inhibition, % at 21.8 µM; hit rate 0.49% among 360,000;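 active = interference check ratio from 0.5 to 1.5 plus GFP to RFP signal ratio inhibition reaching or exceeding a fixed threshold, cut at about 30% in these data, passing the limit was not always enough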; also: some compounds called inactive have numbers as strong as hits
# MT1-MMP act inh: MT1-MMP (human) activation inhibition; P50281; HT1080 RFP-PRO-GFP cells, GFP/RFP ratio fluorescence, overnight; percent of plate control window, DMSO zero; GFP/RFP ratio change, % at 20 µM; hit rate 0.061% among 360,000; AID 651647;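 active = GFP/RFP ratio change of at least 30% with cell ATP level not reduced by more than half and red fluorescence within 50% of control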; also: strong numbers were not always called active
#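 Material – HT1080 RFP-PRO-GFP cells · Control set – DMSO wells and RFP-L50D-GFP cells · Incubation – overnight cell settling, then overnight compound exposure, 37 °C, 5% CO2 · Compound dosing – single-point 20 µM compound, 1% DMSO · Read-out – GFP/RFP fluorescence ratio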
# FAS TE block: blocks the thioesterase domain of human fatty acid synthase; P49327; recombinant FAS-TE, OMFH fluorogenic substrate, fluorescence endpoint; inhibition, % at 15 µM; hit rate 0.67% among 360,000;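 active = compounds whose normalised, plate-corrected inhibition of enzyme fluorescence in the single-dose primary screen is 50% or more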;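 also: 0% = DMSO with enzyme and 100% = substrate without enzyme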
# Rin1-Abl PPI inh: human Rin1-Abl interaction inhibition; inhibition, % at 7.35 µM; hit rate 0.4% among 360,000; TR-FRET Rin1/Abl binding, biochemical; AID 588664; P00519+Q13671; in the data active = inhibition above about 5%, passing the limit was not always enough
# E coli Lon inh: inhibitors of E. coli Lon protease. purified E. coli Lon protease, fluorescence polarization. P0A9M0. hit rate 0.42% among 360,000. inhibition, % at 7.94 µM; in the data active = inhibition above about 13%, passing the limit was not always enough;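 also: 0% = enzyme with probe and DMSO and 100% = no enzyme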
# Target sequence (P0A9M0 whole entry, looked up): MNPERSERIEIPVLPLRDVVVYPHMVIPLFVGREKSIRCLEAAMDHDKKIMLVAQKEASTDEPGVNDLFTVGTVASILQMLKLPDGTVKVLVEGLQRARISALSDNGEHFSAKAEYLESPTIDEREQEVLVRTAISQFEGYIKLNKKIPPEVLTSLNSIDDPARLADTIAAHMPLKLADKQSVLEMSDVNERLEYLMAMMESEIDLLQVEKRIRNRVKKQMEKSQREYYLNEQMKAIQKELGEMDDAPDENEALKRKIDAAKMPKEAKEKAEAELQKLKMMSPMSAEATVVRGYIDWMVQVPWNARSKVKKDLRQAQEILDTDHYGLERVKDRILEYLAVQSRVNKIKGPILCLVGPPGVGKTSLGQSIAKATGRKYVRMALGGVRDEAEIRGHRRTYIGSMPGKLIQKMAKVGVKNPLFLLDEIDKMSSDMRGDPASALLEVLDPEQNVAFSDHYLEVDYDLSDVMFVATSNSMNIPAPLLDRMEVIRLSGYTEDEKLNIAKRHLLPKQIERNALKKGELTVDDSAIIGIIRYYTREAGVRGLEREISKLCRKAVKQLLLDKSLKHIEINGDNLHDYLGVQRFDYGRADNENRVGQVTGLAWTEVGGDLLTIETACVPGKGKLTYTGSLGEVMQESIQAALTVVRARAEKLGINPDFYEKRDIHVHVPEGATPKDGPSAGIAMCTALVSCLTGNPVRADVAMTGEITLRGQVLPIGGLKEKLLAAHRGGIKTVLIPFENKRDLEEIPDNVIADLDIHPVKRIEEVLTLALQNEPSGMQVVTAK
# MsrA inh: inhibits bovine methionine sulfoxide reductase A | purified bovine MsrA, absorbance read-out | inhibition, % at 15.5 µM | hit rate 0.75% among 360,000 | AID 651718; in the data active = inhibition above about 4.5%;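 also: 0% = vehicle wells with enzyme and 100% = reference inhibitor wells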
# Neddylation inh: cullin neddylation inhibition; TR-FRET cullin neddylation, biochemical; hit rate 0.58% among 360,000; calls only at 25 µM; P61081+Q13564; AID 651699; in the data active = inhibition above about 36%
# CendR NRP1 mod: alters CendR peptide binding to human NRP-1. AID 602438. FAM-RPARPAR peptide binding to NRP-1, fluorescence polarization. inhibition, % at 25 µM. hit rate 0.85% among 360,000. O14786;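 active = inhibition or corrected inhibition above about 18%, plus a signal ratio from 0.5 to 1.5, limit read from the data, passing the limit was not always enough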; also: strong numbers were not always called active
# bovine MsrA act: activators of bovine methionine sulfoxide reductase A. purified bovine MsrA, absorbance read-out. activation, % at 10.6 µM. AID 602163. hit rate 0.3% among 360,000; in the data active = activation above about 7.5%;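 also: 0% = vehicle and 100% = reference activator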
# * = called active by the depositor; i = inactive; x = no result given.
SMILES,SKN-1 block,MT1-MMP act inh,FAS TE block,Rin1-Abl PPI inh,E coli Lon inh,MsrA inh,Neddylation inh,CendR NRP1 mod,bovine MsrA act
COc1ccc(SCCC(=O)NCc2ccncc2)cc1,-6.0,1.2,-5.4,0.2,-3.9,-1.3,i,5.1,-3.0
CCOC(=O)N1CCN(C(=O)C2CCCN(S(=O)(=O)c3cc(C)ccc3OC)C2)CC1 (centres undefined),2.4,2.3,-3.2,-5.5,-7.7,-0.1,i,-1.4,0.2
Cc1ccc(Cc2c(-c3cccc(Br)c3)nc3ccc(Br)cn23)cc1,19.2,-1.6,4.0,2.4,-9.7,-0.2,i,-28.7,-0.3
COc1cc2c(C(=O)N3CCN(Cc4ccc5c(c4)OCO5)CC3)cn(C)c(=O)c2cc1OC,16.3,1.6,-7.4,3.9,1.7,1.9,i,9.3,0.6
CCCc1ccc(C(=O)O/N=C(\N)c2ccccn2)cc1,13.3,-3.3,1.7,3.9,8.7,0.2,i,2.0,-1.3
O=C(NCN1CCN(CCO)CC1)c1cnccn1,-1.3,3.3,-2.7,-2.1,-2.4,-0.4,i,-7.2,1.2
Cc1cnc(C(=O)N2CCc3c([nH]c4ccccc34)C2c2ccc(F)cc2)cn1 (centres undefined),-3.0,-3.8,17.1,3.5,-4.2,-0.8,i,-11.2,-3.7
Clc1ccc(CSc2snnc2-c2ccccc2)c(Cl)c1,-11.9,3.5,19.7,-0.6,-6.5,1.1,i,-1.3,-2.8
CCOC(=O)C1(Cc2cccc(OC)c2)CCN(Cc2cccn2-c2ccccn2)CC1,-7.2,-0.8,0.3,7.2,6.7,2.5,i,11.5,-0.5
Cc1ccc(SC(C)C(=O)Nc2cccnc2)cc1 (centres undefined),14.0,2.1,-4.8,-3.6,11.2,-0.3,i,11.3,-2.2
Cn1c(=O)c2c(nc(SCC(=O)NC3CCCC3)n2C)n(C)c1=O,-6.7,1.8,-6.8,2.3,2.2,-0.8,i,5.8,-2.3
Cc1nc2c(ncn2-c2ccccc2)c(=O)n1NC(=O)CN1CCCCC1,10.0,0.2,-2.4,1.0,-6.7,-0.8,i,3.9,-4.7
Cc1cc(Cl)ccc1OCC(=O)N/N=C/c1ccncc1,4.3,-0.7,2.0,0.7,0.1,2.4,i,18.5,0.1
CSc1ccccc1C(=O)NC1CCCC1,2.4,1.2,-4.8,1.5,-3.6,-0.4,i,2.6,-12.7
CCN(CC)S(=O)(=O)c1ccc(Cl)c(NC(=O)COC(=O)c2ccc(O)cc2)c1,-3.6,-5.4,15.1,2.3,-0.2,-1.3,i,-18.1,-2.8
O=C(c1cc([N+](=O)[O-])ccc1N1CCOCC1)N1CCN(c2ccc([N+](=O)[O-])cc2)CC1,-6.9,-0.4,41.4,0.7,-6.1,-0.1,i,7.5,-12.5
Cc1ccc(Cn2nnc3c(=O)[nH]c(C4CCN(S(=O)(=O)c5ccc(F)cc5)CC4)nc32)cc1,-0.7,7.2,20.0,-2.3,-3.5,1.1,i,-1.1,-3.9
O=C(Nc1ccc2c(c1)OCO2)c1ccc2sc([C@@H]3O[C@H](CO)[C@H](O)[C@H](O)[C@H]3O)nc2c1,1.4,1.2,-7.4,-4.5,0.6,1.2,i,0.7,-0.5
O=C(Nc1ccc(-c2csnn2)cc1)C(Cl)(Cl)Cl,-11.0,-0.5,-1.4,-4.9,-5.4,0.9,i,5.2,-2.6
Cc1ccc(NC(=O)C2CCN(C(=O)OC(C)(C)C)CC2)cc1S(=O)(=O)N1CCCCC1,-6.9,4.2,14.7,2.9,-4.8,0.2,i,-6.4,-8.3
O=C(CNC(=O)c1ccccc1F)NCCc1ccc(Cl)cc1Cl,-0.1,-1.7,0.6,-1.2,-9.7,-1.3,i,5.2,-1.9
COc1ccccc1NC(=O)c1ccc(NC(=O)c2ccc(=O)[nH]c2)cc1,3.4,-1.9,-3.9,2.7,-16.9,1.0,i,6.4,-1.9
Cc1onc(-c2ccccc2)c1C(=O)Nc1ccc2c(c1)OCCO2,14.0,1.7,0.1,-2.7,-6.5,0.6,i,12.3,-3.0
COC(=O)NCc1ccc(CNC(=O)OC)cc1,-3.2,-3.0,-6.1,-1.0,0.8,-0.7,i,20.1,-3.5
NS(=O)(=O)c1ccc(N/C=C\C(=O)c2cccc3ccccc23)cc1,1.7,-6.4,1.0,-1.5,-12.3,4.0,i,-2.9,-2.4
CCc1ccc(C(=O)Nc2ccc3nc(C)ccc3c2)cc1,44.0*,4.6,0.3,-2.3,-6.1,0.6,i,1.5,-1.4
O=C(CN(Cc1ccccc1)S(=O)(=O)c1ccc(F)cc1)NCCC1=CCCCC1,-2.5,-2.5,20.9,2.8,2.3,1.3,i,0.3,4.5
CCCC(C(=O)O)N1C(=O)/C(=C/c2cccn2C)SC1=S (centres undefined),18.2,-27.5,-15.9,-0.2,-484.4,-0.3,i,-265.2,-3.8
O=C(NCc1ccccc1)c1cccc(NS(=O)(=O)c2cccc3cccnc23)c1,12.8,-4.1,-5.8,1.4,-1.0,0.0,i,-20.0,-5.0
O=C(CN1C(=O)C2CCCCC2C1=O)N1CCN(c2ncccn2)CC1 (centres undefined),-3.5,6.6,-7.5,-5.8,2.3,-1.0,i,-16.2,1.9

# Next section (3 carried over from the part before).
SMILES,SKN-1 block,MT1-MMP act inh,FAS TE block,Rin1-Abl PPI inh,E coli Lon inh,MsrA inh,Neddylation inh,CendR NRP1 mod,bovine MsrA act
CCCC(C(=O)O)N1C(=O)/C(=C/c2cccn2C)SC1=S (centres undefined),18.2,-27.5,-15.9,-0.2,-484.4,-0.3,i,-265.2,-3.8
O=C(NCc1ccccc1)c1cccc(NS(=O)(=O)c2cccc3cccnc23)c1,12.8,-4.1,-5.8,1.4,-1.0,0.0,i,-20.0,-5.0
O=C(CN1C(=O)C2CCCCC2C1=O)N1CCN(c2ncccn2)CC1 (centres undefined),-3.5,6.6,-7.5,-5.8,2.3,-1.0,i,-16.2,1.9
CCOc1ccc(NC(=S)N(CCOC)C(C)c2cccnc2)cc1 (centres undefined),-5.2,-0.4,-2.7,-2.9,-1.6,-0.2,i,8.2,-2.0
COc1ccc(C(OC(=O)c2ccco2)C(=O)NCC2CCCO2)cc1 (centres undefined),0.4,14.6,-6.9,0.4,-1.2,0.8,i,9.7,-1.1
CCN(C(=O)CSc1nnnn1C)C1CCCCC1,2.3,1.8,-7.0,-2.1,5.7,-0.3,i,-11.5,-1.9
O=C(Nc1nc2c(F)c(F)c(F)cc2s1)c1ccco1,13.4,0.4,-1.2,1.5,-8.0,-0.1,i,11.8,-1.6
Cc1cccc(CCNS(=O)(=O)c2cc3c(cc2C)NC(=O)CO3)c1,1.3,1.0,-3.4,-2.2,-3.2,1.1,i,-3.0,-1.1
CCCCSc1nnc(-c2cc3c(C(F)(F)F)nn(C)c3s2)n1C,3.0,3.3,49.6,0.0,-0.7,-0.1,i,8.6,3.2
CCCCN(C(=O)C1=NN(c2ccccc2)C(=O)CC1)c1c(N)n(CCC)c(=O)[nH]c1=O,-9.5,-1.1,-6.5,0.8,-3.0,-0.2,i,9.6,-0.9
O=C1CC(N2CCN(c3ccc(O)cc3)CC2)C(=O)N1c1ccc2c(c1)OCO2 (centres undefined),8.1,-5.6,-8.4,-0.9,-8.2,1.4,i,0.9,-4.1
Cc1c(Cl)cnc(NC(=O)COC(=O)C(NC(=O)c2ccco2)C(C)C)c1Cl (centres undefined),29.2,0.8,-5.1,-0.9,-1.8,0.1,i,-6.6,0.7
COCCNC(=O)CCc1c(C)nc2c(c(C)nn2-c2ccc(C)cc2)c1C,8.0,-2.1,-3.2,8.2,1.5,1.1,x,-1.3,-3.1
O=C(COc1ccc(Cl)cc1Cl)Nc1ccc(-c2ccc(N3CCOCC3)nn2)cc1,-2.5,-6.9,-2.3,6.7,-3.1,2.5,i,-14.5,-7.8
COc1ccc(N2CC(NC(=O)NC(C)(C)C)CC2=O)cc1 (centres undefined),3.4,0.8,-6.6,-1.6,4.0,0.1,i,1.1,-5.2
COc1cc(OC)cc(C(=O)Nc2ccc(N(C)C)c3ccccc23)c1,8.1,-4.3,-0.2,0.9,-7.2,1.1,i,2.9,-1.2
COc1ccccc1CNC(=O)CCS(=O)(=O)c1ccc2c(c1)CC(C)N2C(=O)C1CC1 (centres undefined),14.2,0.6,-3.3,1.7,-6.1,0.3,i,-2.1,0.6
Cc1noc(C)c1S(=O)(=O)Nc1ccc(C(=O)NC2CCCCCC2)cc1,-27.4,-6.1,-8.8,-0.3,0.0,-1.0,i,4.0,-4.7

# 2 records drawn at random from the list so far, as already listed:
SMILES,SKN-1 block,MT1-MMP act inh,FAS TE block,Rin1-Abl PPI inh,E coli Lon inh,MsrA inh,Neddylation inh,CendR NRP1 mod,bovine MsrA act
COc1ccc(C(OC(=O)c2ccco2)C(=O)NCC2CCCO2)cc1 (centres undefined),0.4,14.6,-6.9,0.4,-1.2,0.8,i,9.7,-1.1
O=C(COc1ccc(Cl)cc1Cl)Nc1ccc(-c2ccc(N3CCOCC3)nn2)cc1,-2.5,-6.9,-2.3,6.7,-3.1,2.5,i,-14.5,-7.8

# The listing continues:
SMILES,SKN-1 block,MT1-MMP act inh,FAS TE block,Rin1-Abl PPI inh,E coli Lon inh,MsrA inh,Neddylation inh,CendR NRP1 mod,bovine MsrA act
CC(C)(C)CN1C(=O)C(=O)NC[C@H]1Cc1ccc(O)cc1,13.0,6.8,-8.0,-2.3,-1.2,0.5,i,3.3,-0.8
Cc1sc2ncn(CC(=O)NCC(=O)N(C)Cc3ccccc3)c(=O)c2c1C,-4.7,2.2,2.7,1.1,6.5,0.5,i,9.9,1.4
Nc1cc(S(=O)(=O)N2CCOCC2)ccc1Oc1cccc(Br)c1,5.3,4.5,6.7,4.5,8.7,-0.3,i,0.8,-11.6
COc1cccc2c(=O)n(CC(=O)Nc3ccccc3)ccc12,-14.3,-1.9,-6.1,2.0,-0.3,0.2,i,1.2,-5.2
Cc1oc2ccc(OC(C(=O)O)c3ccccc3)cc2c1C(=O)O (centres undefined),5.3,0.0,-0.2,3.5,-8.1,-0.5,i,-3.3,-2.2
COc1cc(CCC(=O)OCC(=O)Nc2ccc(F)cc2F)cc(OC)c1OC,40.5*,-0.3,-1.0,1.3,-4.4,-0.9,i,8.3,-2.4
C=CCn1c(-c2ccc(C)cc2)nc2ccccc21,16.6,-1.8,0.8,2.2,5.9,2.2,i,0.3,-8.5
CCCSc1nnc(Cn2c(=O)sc3ccccc32)n1-c1ccccc1,-10.3,0.6,2.4,-0.4,0.8,0.1,i,-9.8,5.9
Cc1ccccc1Cc1c(C)nc2nc(SCC(=O)NCc3ccco3)nn2c1C,-11.9,1.1,-23.3,0.5,1.3,1.3,i,-2.5,0.0
CCOC(=O)CNC(=O)CSc1nnc(-c2ccco2)n1Cc1ccco1,-7.4,-7.2,-5.4,-0.3,0.7,-0.6,i,-12.8,1.1
COC(=O)c1ccccc1Sc1c(/C=N/OC(=O)c2ccccc2)c(C(F)(F)F)nn1C,-20.9,0.3,20.1,3.4,-1.5,-0.4,i,-6.2,-1.3
O=c1ccc(-c2ccc(S(=O)(=O)NCC3CCN(Cc4ccccc4F)CC3)s2)n[nH]1,-5.7,3.1,2.9,-5.6,4.3,-0.2,i,14.1,-4.1
COC(=O)[C@@]1(Cc2ccc(OC)cc2)[C@H]2c3cc(C(=O)N4CCCC4)n(Cc4ccccn4)c3C[C@H]2CN1C(=O)c1ccccc1,1.7,4.3,0.8,x,-3.1,0.0,i,-4.3,-7.2
COc1cc2c(cc1OC)C(c1ccc(Br)cc1)NCC2 (centres undefined),-3.8,-2.0,0.3,0.6,1.6,1.1,i,5.2,-2.8
COc1cccc(CC2(CO)CCCN(Cc3ccc(CN4CCCCC4)s3)C2)c1 (centres undefined),3.4,1.2,-7.1,0.7,-4.8,0.8,i,4.8,-3.4
